NRP1-CendR mod = alters CendR peptide binding to human NRP-1; O14786; FAM-RPARPAR peptide binding to NRP-1, fluorescence polarization; inhibition, % at 25 µM; 360,000 tested, 0.85% active; AID 602438;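 active = inhibition or corrected inhibition above about 18%, plus a signal ratio from 0.5 to 1.5, limit read from the data, passing the limit was not always enough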; note: strong numbers were not always called active
Target sequence (O14786 whole entry, looked up): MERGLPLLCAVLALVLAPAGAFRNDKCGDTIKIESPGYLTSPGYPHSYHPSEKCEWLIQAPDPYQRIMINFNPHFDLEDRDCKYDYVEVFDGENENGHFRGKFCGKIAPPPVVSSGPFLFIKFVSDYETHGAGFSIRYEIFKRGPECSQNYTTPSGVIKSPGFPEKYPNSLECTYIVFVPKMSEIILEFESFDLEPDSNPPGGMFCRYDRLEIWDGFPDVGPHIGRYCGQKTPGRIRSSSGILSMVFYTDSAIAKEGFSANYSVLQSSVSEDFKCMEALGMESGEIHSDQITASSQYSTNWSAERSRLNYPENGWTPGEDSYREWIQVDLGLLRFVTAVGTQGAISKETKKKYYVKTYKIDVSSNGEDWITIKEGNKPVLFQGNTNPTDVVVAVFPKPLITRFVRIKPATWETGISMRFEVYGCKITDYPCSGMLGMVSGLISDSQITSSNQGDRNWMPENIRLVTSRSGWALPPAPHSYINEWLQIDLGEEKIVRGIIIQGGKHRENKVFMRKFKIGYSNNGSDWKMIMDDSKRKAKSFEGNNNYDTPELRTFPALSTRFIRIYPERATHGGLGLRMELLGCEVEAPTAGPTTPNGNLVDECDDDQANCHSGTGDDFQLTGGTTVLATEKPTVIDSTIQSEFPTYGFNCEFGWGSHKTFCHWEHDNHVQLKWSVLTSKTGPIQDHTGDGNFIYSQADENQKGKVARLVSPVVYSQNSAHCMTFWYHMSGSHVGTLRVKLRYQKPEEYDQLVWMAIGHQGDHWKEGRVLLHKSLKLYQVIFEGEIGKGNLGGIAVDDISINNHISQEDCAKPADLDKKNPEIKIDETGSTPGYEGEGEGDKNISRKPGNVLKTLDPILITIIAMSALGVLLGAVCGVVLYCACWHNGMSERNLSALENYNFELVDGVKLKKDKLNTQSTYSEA
MsrA inh = inhibitors of bovine MsrA; purified bovine MsrA, absorbance read-out; inhibition, % at 15.5 µM; 360,000 tested, 0.75% active; AID 651718; in the data active = inhibition above about 4.5%;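 note: 0% = vehicle wells with enzyme and 100% = reference inhibitor wells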
eLon inh = inhibitors of E. coli Lon protease | P0A9M0 | purified E. coli Lon protease, fluorescence polarization | inhibition, % at 7.94 µM | 360,000 tested, 0.42% active; in the data active = inhibition above about 13%, passing the limit was not always enough;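 note: 0% = enzyme with probe and DMSO and 100% = no enzyme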
TbMetRS inhib = blocks T. brucei methionyl-tRNA synthetase activity. purified T. brucei MetRS, ATP depletion, Kinase-Glo luminescence. inhibition, % at 11.9 µM. 360,000 tested, 0.4% active;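 active = inhibition above a per-plate cutoff of the control wells' mean inhibition plus 3 SD, cut at about 5.5% in these data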;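 note: 0% = DMSO wells median and 100% = median of wells with control inhibitor compound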
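Measured by: Kinase-Glo luciferase luminescence reporting remaining unconsumed ATP. Material: purified T. brucei MetRS enzyme. Doses: 11.9 µM compound single dose, 0.9% DMSO. Medium: HEPES buffer containing pyrophosphatase, BSA, spermine, DTT. Times: 15 min preincubation, 2 h reaction, all 25 °C. Reagent: methionine, ATP and bulk E. coli tRNA.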
LMPTP inh = LMPTP (human) inhibition. inhibition, % at 20 µM. recombinant LMPTP-A, OMFP fluorogenic substrate, fluorescence intensity. 360,000 tested, 0.22% active. P24666. AID 651560;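 active = compounds that cut the enzyme signal by at least half of the control window in the single-dose screen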;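 note: plate controls were DMSO wells with enzyme plus substrate for no effect and substrate without enzyme for full effect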
Target sequence (P24666 whole entry, looked up): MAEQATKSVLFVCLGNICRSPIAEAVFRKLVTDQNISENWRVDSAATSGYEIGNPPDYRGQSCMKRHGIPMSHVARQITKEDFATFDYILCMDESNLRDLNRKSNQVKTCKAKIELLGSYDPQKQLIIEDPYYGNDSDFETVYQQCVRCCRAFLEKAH
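Material: LMPTP-A; amount: 0.625 nM enzyme; doses: single 20 µM dose; times: reaction 50 min, room temperature, dark; technique: fluorescence intensity of OMFP turnover product; benchmarks: no-enzyme and uninhibited controls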
DNMT1 block = inhibitors of human DNMT1 | P26358 | DNMT1 molecular beacon, Hinp1I cleavage, fluorescence | 360,000 tested, 0.83% active | inhibition (reported as % activation of signal), % at 10 µM; in the data active = inhibition above about 50%
STEP block = STEP (human) phosphatase inhibition | inhibition, % at 20 µM | AID 588621 | recombinant STEP, OMFP fluorogenic substrate, fluorescence | P54829 | 360,000 tested, 0.25% active;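 active = inhibition at 20 µM, scaled per plate between control wells, above about 37%, limit read from the data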;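 note: 0% = DMSO with enzyme and substrate and 100% = substrate only without enzyme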
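System: STEP phosphatase, cell-free reaction; Buffer or medium: Bis-Tris pH 6.0 buffer with DTT, detergent; Incubation: 20 min at room temperature, dark; Measured by: fluorescence, 480/540 nm.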
MsrA act = bovine methionine sulfoxide reductase A activation; purified bovine MsrA, absorbance read-out; activation, % at 10.6 µM; 360,000 tested, 0.3% active; AID 602163; in the data active = activation above about 7.5%;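 note: 0% = vehicle and 100% = reference activator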
SUMO1 PPI mod = alters human SUMO1 binding to SIM partners | SUMO1 binding to a labelled peptide, TR-FRET, 1 h | P63165 | AID 602429 | 360,000 tested, 0.33% active | inhibition, % at 20 µM; in the data active = inhibition above about 37%
Scp-1 inhibitor = Scp-1 (human) phosphatase inhibition; Recombinant Scp1, phosphopeptide, malachite green phosphate absorbance; inhibition, % at 20 µM; 340,000 tested, 0.88% active; AID 493091; Q9GZU7;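 active = inhibition above about 50% at 20 µM, limit read from the data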;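 note: plate controls were DMSO wells with enzyme for no effect and wells lacking enzyme for full effect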
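Test system: SCP-1 catalytic domain; Buffer or medium: Acidic Tris acetate buffer with magnesium and detergent; Also added: Phosphorylated 17-residue peptide substrate; Compound: single 20 µM dose, 1% DMSO; Schedule: enzyme reaction 45 min at room temperature, colour 5 min, stabilisation 30 min; Signal: Phosphate-binding colour reagent, absorbance read at 630 nm.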
Starred values were filed as active, the others as inactive; x = no result given. Outcome played no part in choosing rows, and some 4.3% of all compounds hit somewhere here.

DNMT1 block	SUMO1 PPI mod	Scp-1 inhibitor	compound	TbMetRS inhib	MsrA inh	LMPTP inh	eLon inh	STEP block	NRP1-CendR mod	MsrA act
-1	-1	-6	O=C(CCn1c(=O)oc2ccccc21)Nc1ccon1	-0.3	2.3	0.0	-9	0	4	-1
98*	82*	85*	NC(=O)c1cc[n+](CC2=C(C(=O)O)N3C(=O)[C@@H](NC(=O)C(c4ccccc4)S(=O)(=O)[O-])[C@H]3SC2)cc1 (stereo partly specified)	-0.6	x	15	32	97*	-96	-8
7	5	-4	CC(=O)C[C@H](O)CC(=O)[C@H]1OC(=O)CCCCCCCc2ccccc21	-0.3	0.0	-1.7	-4	0	-1	-6
4	0	11	CCc1nc(NCCCN2CCOCC2)c2oc3ccccc3c2n1	0.6	0.5	-3.0	-6	-1	14	1
0	-8	-1	O=C(c1ccc(Cl)cc1)C1CCN(Cc2ccccc2)CC1	0.1	0.2	4.8	-23	0	-22	0
11	5	5	Cn1ccc2cc(-c3csc(N4CCC(C(N)=O)CC4)n3)ccc21	-0.4	-0.3	-1.3	4	-4	24	1
2	-2	-5	CC1=C(N2CCOCC2)CCC1=O	-0.2	-0.3	-1.4	1	8	-10	-1
-2	-3	-4	CC(C)(C)NC(=O)c1ccnc(C(C)(C)C)c1	0.3	-0.9	-0.3	-3	1	5	1
-3	-6	x	CCOC(=O)c1c(C)[nH]c(/C(C)=N/NC(=O)c2cccnc2)c1C	-0.2	2.1	-0.4	-4	-1	-4	0
x	5	x	CC1OC(C(C)(C)C)CC2=C1C(=O)OC(C)(C)O2 (stereo unspecified)	-0.3	0.0	-0.7	-7	x	21	-2
-1	2	-3	CCN(CC(=O)Nc1ccccc1C(F)(F)F)C(=O)CCOc1ccccc1C	-0.4	0.8	-1.9	-5	-1	-6	-1
0	0	x	COc1ccc2nc3n(c(=O)c2c1)-c1ncccc1C(=O)NC3Cc1ccccc1 (stereo unspecified)	-0.9	0.4	-1.4	0	-2	-5	-4
0	-3	-6	CCCCCOc1ccc(C(=O)NCC2(c3ccccc3)CCOCC2)cc1	-0.8	-0.9	1.3	-10	1	-15	-4
-1	4	11	Cc1ccc(NS(=O)(=O)c2ccc(C(=O)NCCN3CCOCC3)cc2)cc1	-0.3	0.6	-0.8	0	-2	-9	-8
1	4	-1	CC(=O)N1CCN(C(=O)c2ccc(Cl)c(NC(=O)c3cccs3)c2)CC1	-0.6	-0.5	-1.4	-1	-3	4	-5
1	-3	0	CCOC(=O)N1CCN(C(=O)COc2ccccc2[N+](=O)[O-])CC1	-0.4	0.3	-0.9	-6	-2	0	-2
1	-19	-6	O=C(Cn1cnc([N+](=O)[O-])n1)N/N=C/c1ccc(O)cc1O	-0.2	2.1	-0.4	1	-1	17	-4
3	-18	x	O=[N+]([O-])c1cccc(CON=Cc2ccccc2O)c1	-0.1	0.4	0.5	1	1	-5	-1
3	0	-3	CC12CN(Cc3ccccc3)CC(C)(CN(Cc3ccccc3)C1)C2=NO	-0.8	-1.5	-2.7	-7	0	2	-3
8	3	x	O=C(OCc1cn([C@H]2CN(CC3CCCCC3)[C@@H](c3ccccc3)C[C@@H]2O)nn1)c1ccccc1	-1.4	-0.6	-0.5	-6	-8	-9	-2
-2	-1	-5	Cc1ccc2c(c1)C(=O)N1[C@H]3c4cc(C)ccc4OC[C@@H]3[C@H](c3ccccc3)[C@]1(C)C(=O)N2	-0.1	-0.6	0.7	4	-3	6	-2
0	-3	-5	COCCn1c(SCC(=O)N2CCCCCC2)nnc1-c1ccco1	-0.1	-0.2	1.3	-3	-3	13	0
4	0	-4	Nc1cc(SCc2ccc(Cl)cc2Cl)ncn1	1.9	-0.2	0.4	3	-3	-8	-1
-21	-4	-1	CC(C(=O)N1CCN(C2c3ccccc3-c3ccccc32)CC1)N1C(=O)c2ccccc2C1=O (stereo unspecified)	-0.5	1.7	0.7	1	4	3	-1
6	0	-8	CCC(CC)CN1C(Nc2ccccc2)=NC[C@@H]1CC(C)C	-0.3	x	-2.3	-15	-1	9	-2
0	-1	10	O=C(N/C(=C\c1ccc2c(c1)OCO2)C(=O)N1CCOCC1)c1ccccc1Br	0.0	0.5	0.0	-4	0	-5	-2
1	1	-1	CNC(=O)COc1ccc2oc3c(c2c1)CCCC3	0.4	0.4	-0.5	5	-1	5	-1
-7	-1	-7	CCOC(=O)N1CCC(Nc2c(Nc3cccc(CC)c3)c(=O)c2=O)CC1	0.7	4.6*	1.8	2	2	-16	-3
-1	-4	-3	CCNC(=O)CC1S/C(=N/N=C(\C)c2ccccc2)NC1=O (stereo unspecified)	-0.6	1.0	-2.3	-3	-1	2	-5
4	-1	-3	O=C(NC1CC1)c1ccc(-n2cccc2)cc1	-0.7	-1.7	-1.1	4	0	12	-11

5 entries from above, with bars between the fields:
canonical_smiles | DNMT1 block | SUMO1 PPI mod | Scp-1 inhibitor | TbMetRS inhib | MsrA inh | LMPTP inh | eLon inh | STEP block | NRP1-CendR mod | MsrA act
CCN(CC(=O)Nc1ccccc1C(F)(F)F)C(=O)CCOc1ccccc1C | -1 | 2 | -3 | -0.4 | 0.8 | -1.9 | -5 | -1 | -6 | -1
COc1ccc2nc3n(c(=O)c2c1)-c1ncccc1C(=O)NC3Cc1ccccc1 (stereo unspecified) | 0 | 0 | x | -0.9 | 0.4 | -1.4 | 0 | -2 | -5 | -4
CCCCCOc1ccc(C(=O)NCC2(c3ccccc3)CCOCC2)cc1 | 0 | -3 | -6 | -0.8 | -0.9 | 1.3 | -10 | 1 | -15 | -4
Cc1ccc(NS(=O)(=O)c2ccc(C(=O)NCCN3CCOCC3)cc2)cc1 | -1 | 4 | 11 | -0.3 | 0.6 | -0.8 | 0 | -2 | -9 | -8
CC(=O)N1CCN(C(=O)c2ccc(Cl)c(NC(=O)c3cccs3)c2)CC1 | 1 | 4 | -1 | -0.6 | -0.5 | -1.4 | -1 | -3 | 4 | -5

(list continues)
DNMT1 block	SUMO1 PPI mod	Scp-1 inhibitor	compound	TbMetRS inhib	MsrA inh	LMPTP inh	eLon inh	STEP block	NRP1-CendR mod	MsrA act
6	2	x	CCOC(=O)C1(C)CCCN(C(=O)c2c(F)cccc2F)C1 (stereo unspecified)	0.2	-1.2	1.0	-2	-2	-8	0
-2	2	-8	COC(=O)c1cc(CNC(=O)Cc2ccsc2)ccc1OC	-0.8	-1.4	-1.3	-1	-1	-8	-2
-5	5	-5	CCn1c(C2CC(=O)N(c3ccc(C)c(C)c3)C2)nc2ccccc21 (stereo unspecified)	-0.7	-0.2	-1.5	2	0	-6	0
-1	-28	-6	Cc1cc(C)cc(NC(=O)CN(C)S(=O)(=O)c2cccc3nsnc23)c1	0.4	0.6	-0.5	-5	1	10	-1
1	-16	-5	CCC(=O)NC(=S)NNC(=O)c1ccc([N+](=O)[O-])cc1	-0.1	1.3	-2.5	-4	2	-5	1
-5	-26	5	COc1ccc(C)cc1Nc1n[n+](-c2ccccc2)c(-c2ccc(NC(C)=O)cc2)s1	0.1	0.2	14	-7	1	-1	-2
2	3	-6	O=C(c1ccccc1Br)N1CCN(c2ncccn2)CC1	-0.9	-0.2	-1.1	8	-2	-8	-1
-14	6	-2	c1ccc(CN2CCC(N=C3NN=C(c4ccc5c(c4)OCCO5)CS3)CC2)cc1	-0.5	1.6	12	2	-3	-8	-3
-4	3	-40	COc1cccc(/C=N/Nc2cc(-n3nc(C)cc3-c3ccccc3)ncn2)c1O	0.2	0.3	2.5	5	1	-22	-3
-24	-2	7	Clc1cccc(-c2ccc(-c3nc4ccccn4c3NCc3ccccc3)cc2)c1	-0.3	2.0	11	-2	0	-1	-1
-4	-4	-1	COc1ccc(NC(=O)CSc2nc3ccccc3nc2N2CCOCC2)cc1	-1.0	0.4	-0.5	-3	2	-8	-2
0	3	1	Cc1ccccc1N(C(=O)Cc1cccs1)C(C(=O)NC1CCCCC1)c1cn(C)nc1C (stereo unspecified)	0.3	0.2	0.7	-10	-3	0	-1
-5	1	9	O=C(Nc1cccc2ncccc12)c1ccc(-c2ccc(Cl)cc2Cl)o1	-0.2	0.8	4.3	-3	-6	-25	-11
-7	-1	-9	CCOc1ccc(CCNC(=O)COC(=O)CNC(=O)c2ccc(Br)o2)cc1OCC	0.1	-0.5	-1.0	-14	-1	0	0
-7	2	-2	CCCOc1cccc(C(=O)NC(=S)Nc2ccc(N3CCN(C)CC3)cc2)c1	0.6	4.0	-7.8	0	4	6	-3
0	-2	12	CC(C)(C)NC(=O)CC1C[C@H](C(=O)N2CCCCC2)[C@@]2(C)c3[nH]c4ccccc4c3CCN2C1=O (stereo partly specified)	-1.4	0.2	1.8	1	-1	1	-6
1	5	-5	O=C(NCCCNC(=O)c1ccco1)c1cccc(F)c1	-0.8	-0.6	-0.6	6	-2	14	-2
9	1	x	Cc1nnc(NC(=O)CCN2C(=O)C3CC=CCC3C2=O)s1 (stereo unspecified)	0.1	-0.9	-2.7	3	-2	-11	-2
1	3	-1	COc1ccc(Cl)cc1NC(=S)NNC(=O)c1cccs1	-0.6	0.1	-1.7	-11	-1	5	-6
4	-5	0	Cc1c(Br)cnn1C(C)C(=O)N1CCN(c2ccccc2F)CC1 (stereo unspecified)	0.5	0.4	0.2	-4	0	13	2
5	-1	-2	Cc1sc2nc(C(C)(C)C)oc(=O)c2c1C	-0.2	x	-0.9	-9	-7	4	-7
23	5	16	O=C(N/N=C/c1ccoc1)c1ccccc1F	-0.4	0.2	1.5	-3	6	7	-6
-3	0	-15	CCOC(=O)c1cnc2ccc(C(=O)OC)cc2c1NCCN1CCOCC1	-0.8	0.4	-0.7	12	-1	15	-2
-5	3	-9	CNC(=O)c1c(NC(=O)CCS(=O)(=O)c2ccc(Cl)cc2)sc2c1CCN(C(=O)OC)C2	0.1	0.4	-2.1	-23	4	-26	-3
-2	-1	0	CCOC(=O)[C@H]1[C@H]2COc3ccccc3[C@@H]2N2C(=O)c3cc(Cl)ccc3NC(=O)[C@@]12C	-0.4	-0.1	-0.1	0	-2	23*	-2
3	-1	-5	CC(C)n1c(N2CCN(C(=O)Nc3ccc(F)cc3F)CC2)nc2ccccc21	0.0	-0.5	0.2	-7	1	0	-5
-1	-2	-10	Nn1c(SCC(=O)N2CCCCCC2)nnc1-c1ccco1	0.0	-1.4	-1.1	10	-3	0	-1
-6	4	-9	CCOC(=O)C(NC(=O)NCc1ccccc1)(OCC)C(F)(F)F (stereo unspecified)	-0.3	0.7	-0.7	1	-2	0	-3
7	-24	0	CCOc1ccc(Nc2cc(Nc3ccccc3OCC)nc(C=C(C#N)C#N)n2)cc1	-0.5	1.5	-1.4	-2	2	-47	-2
0	-1	-7	COc1ccccc1CNS(=O)(=O)CC12CCC(CC1=O)C2(C)C (stereo unspecified)	-0.3	0.5	-0.3	-11	-1	16	-2
4	-2	-6	O=C(NCCS(=O)c1ccc(Cl)cc1)c1cccc(Cl)c1 (stereo unspecified)	-1.0	0.9	3.6	-5	-3	9	-11
2	5	x	Cc1ccc(NC(=O)c2cc(S(=O)(=O)N3CCCCC3)c[nH]2)cc1Cl	0.1	2.4	-0.4	-6	4	0	-2

Compound activity from PubChem.
